# Assay outcomes deposited in PubChem by several laboratories.
# Peg3 promoter: Peg3 promoter activity inhibition. HeLa PEG-Prom luciferase reporter, luminescence, overnight. inhibition, % at 20 µM. 1.7% of 360,000 active. AID 588405;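 active = inhibition of at least 50% at 20 µM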
# iPSC survival up: increases survival of single human iPS cells. survival enhancement, % at 20 µM. hiPSC single-cell survival, ATPlite luminescence; 100% = ROCK inhibitor wells, 0% = DMSO. AID 602274. 0.044% of 360,000 active; in the data active = survival enhancement above about 18%;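 also: cells exposed to compounds for 16 hours before the ATP read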
# PDI turbidity: inhibitors of human protein disulfide isomerase. PDI insulin aggregation turbidity, A650, 90 min. inhibition, % at 10 µM. 0.052% of 350,000 active. AID 588391;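 active = mean inhibition across replicates of 30% or more, whatever share of single replicates reach that level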;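 also: absorbance from insulin aggregation driven by PDI reduction with DTT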
# Target sequence (P07237 whole entry, looked up): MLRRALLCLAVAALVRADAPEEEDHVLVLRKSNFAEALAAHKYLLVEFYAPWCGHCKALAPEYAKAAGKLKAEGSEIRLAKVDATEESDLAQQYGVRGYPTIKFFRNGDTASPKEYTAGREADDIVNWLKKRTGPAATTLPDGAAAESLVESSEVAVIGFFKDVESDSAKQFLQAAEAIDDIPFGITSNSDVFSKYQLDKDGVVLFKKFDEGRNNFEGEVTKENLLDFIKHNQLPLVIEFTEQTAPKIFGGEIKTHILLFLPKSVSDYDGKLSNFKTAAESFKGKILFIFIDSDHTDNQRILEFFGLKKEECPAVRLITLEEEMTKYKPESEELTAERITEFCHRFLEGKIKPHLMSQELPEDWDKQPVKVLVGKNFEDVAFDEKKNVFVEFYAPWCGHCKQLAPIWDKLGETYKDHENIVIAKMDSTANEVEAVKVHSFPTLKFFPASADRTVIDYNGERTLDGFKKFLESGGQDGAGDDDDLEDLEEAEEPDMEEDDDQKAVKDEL
# m5-HT2A agonist: agonists of mouse serotonin 5-HT2A receptor (HTR2A). P35363. activation, % at 7.6 µM. AID 624169. CHO-K1 mHTR2A beta-arrestin complementation, luminescence; percent of 30 µM serotonin response. 0.66% of 360,000 active;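 active = activation above a run cutoff, the mean activation of all tested compounds plus 3 SD, cut at about 14% in these data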;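 also: 0% = plate median of compound wells and 100% = 30 µM serotonin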
# HIF-2a inh: HIF-2a inhibition. 0.72% of 360,000 active. AID 624352. inhibition, % at 18.8 µM. 786-0 RCC cells HIF-2a reporter, luciferase luminescence, overnight;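 active = inhibition of the luminescence signal of 40% or more relative to plate controls, in a single-dose primary screen at 18.75 µM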
# Shn3 3UTR inh: reduces Shn3 3'UTR luciferase signal in osteoblasts | 0.52% of 360,000 active | Clone20 osteoblast Shn3 3'UTR firefly luciferase, 24 h | AID 588674 | inhibition, % at 12.5 µM;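 active = mean inhibition of at least 75% with every replicate also reaching 75%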;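 also: 0% = median of neutral control wells and 100% = pilot-screen positive control compound; some compounds past the cut are filed as inactive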
# NR2E3 ag-1: NR2E3 (human) agonism; AID 2300; Q9Y5X4; inhibition of corepressor binding, % at 4.78 µM; 0.12% of 320,000 active; GST-NR2E3/biotin-RetCOR TR-FRET, 1536-well;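 active = percent inhibition above the cutoff of mean plus 3 SD of all tested compounds, set per screening campaign, cut at about 20% in these data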;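 also: 0% = DMSO wells and 100% = biotin wells as full block of FRET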
# Target sequence (Q9Y5X4 whole entry, looked up): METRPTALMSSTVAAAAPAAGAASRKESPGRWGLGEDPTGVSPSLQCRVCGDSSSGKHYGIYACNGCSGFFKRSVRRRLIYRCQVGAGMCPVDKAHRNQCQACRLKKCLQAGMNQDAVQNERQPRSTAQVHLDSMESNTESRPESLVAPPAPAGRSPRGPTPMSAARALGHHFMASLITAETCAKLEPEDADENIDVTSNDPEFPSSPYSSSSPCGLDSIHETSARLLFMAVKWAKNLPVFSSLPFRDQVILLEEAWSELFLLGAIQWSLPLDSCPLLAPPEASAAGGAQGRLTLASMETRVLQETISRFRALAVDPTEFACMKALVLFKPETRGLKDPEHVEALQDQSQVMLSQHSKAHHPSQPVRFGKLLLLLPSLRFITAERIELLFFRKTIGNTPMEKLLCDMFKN
#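 Test system: GST-NR2E3 and biotin-RetCOR proteins | Quantity: 1.35 nM GST-tagged NR2E3 final | Medium: Tris pH 7.5 | Also added: 7 nM biotin-RetCOR | Dosing: Compound at 4.8 µM, single dose | Timing: 5 h at 4 °C | Detection: Time-resolved FRET | Read-out basis: Percent inhibition | Benchmarks: Biotin wells as high control, 0.6% DMSO wells as low control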
# CaV13 FRET inh: Primary screen for inhibitors of IQ motif and Ca2+-dependent inactivation inhibitor domain binding in CACNA1D, Förster resonance energy transfer in living cells, …; HEK cells, CFP/YFP FRET ICDI-IQ, plate reader, 10 min; percent FRET-ratio fall versus neutral wells; inhibition, % at 12.3 µM; 0.098% of 340,000 active; AID 743397;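 active = mean replicate inhibition of at least 30% and at least 1% of replicates passing that level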;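 also: 0% = median of the neutral control wells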
# Cardio protect: myocardial damage modulation in H9c2 cells | protection from H2O2 cell death, % at 20 µM | 0.63% of 360,000 active | AID 588492 | H9c2 cardiomyocytes, H2O2 injury protection, ATPLite, 2 h;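 active = compounds giving at least 50% protection of heart cells from peroxide-induced death in the single-dose screen, raw or plate-pattern-corrected value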;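 also: 0% = DMSO wells with peroxide and 100% = DMSO wells without peroxide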
# NR2E3 ag-2: agonists of human NR2E3 nuclear receptor. Q9Y5X4. CHO-S Gal4-NCOR/VP16-NR2E3 two-hybrid, luciferase. inhibition of corepressor binding, % at 3.98 µM. 0.35% of 360,000 active. AID 602229;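 active = inhibition above the mean of all tested compounds plus 3 SD, cut at about 70% in these data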;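 also: 0% = DMSO with NR2E3 transfected cells and 100% = cells lacking NR2E3 construct; higher means lower luciferase signal from less NR2E3 corepressor binding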
# MITF TRPM1 inh: inhibitors of MITF-driven TRPM1 promoter in melanoma cells. SK-MEL-5 TRPM1 promoter luciferase, 24 h. inhibition, % at 12.5 µM. 0.83% of 330,000 active. AID 488899;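 active = mean inhibition across replicates of 60% or more, whatever share of single replicates reaches that level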; also: values of inactives mirror those of a sister screen read the other way
# * marks the source's active call; other numbers are inactive results; . = no result given.
SMILES,Peg3 promoter,iPSC survival up,PDI turbidity,m5-HT2A agonist,HIF-2a inh,Shn3 3UTR inh,NR2E3 ag-1,CaV13 FRET inh,Cardio protect,NR2E3 ag-2,MITF TRPM1 inh
O=C(NC1CC2CCC(C1)N2Cc1ccccc1)c1cccc(F)c1 (stereo not given),9.0,-0.6,-13.7,0.2,10.7,-16.5,4.1,-21.1,4.3,-37.8,1.0
Fc1ccc(C(c2nnnn2Cc2ccccc2)N2CCSCC2)cc1 (stereo not given),10.2,1.5,-5.9,3.2,-9.6,17.5,2.4,-8.4,-3.9,-22.1,1.8
CC(C(=O)N1CCN(Cc2ccccc2)CC1)n1ncn2cccc2c1=O (stereo not given),7.3,0.5,.,3.4,-0.9,-12.5,0.9,-5.9,-0.7,1.9,-7.6
OCC1OC(n2ccc3c(NO)ncnc32)C(O)C1O (stereo not given),100.2*,-2.8,-4.9,18.0*,-8.7,99.1*,.,-6.1,14.9,101.6*,95.2*
O=C(Nc1ccccc1O)c1csc2c1CCCC2,-278.0,0.2,6.0,1.7,-240.4,-118.5,-0.3,-2.8,-8.8,-167.5,-52.0
O=C(NCc1ccc2c(c1)OCO2)c1ccc(-c2ccc(Cl)cc2)o1,0.8,0.4,-2.4,-1.5,-33.4,12.6,1.6,.,-3.7,2.3,-3.1
CCOc1ccc(NC(=O)NC2(C(=O)NCc3ccco3)CCCCC2)cc1,-9.4,-0.6,-1.2,-2.2,-22.3,-2.4,0.5,-2.6,-1.3,-23.9,-15.9
Cc1cc(C)cc(OCc2nnc(SCC(=O)OC3CCCCC3)o2)c1,-3.9,0.9,1.2,3.4,20.3,-3.0,0.3,-3.8,-3.0,3.5,-0.2
O=C(/C=C\Nc1ccccc1Br)c1ccc2c(c1)OCO2,-32.5,-2.5,-3.0,-1.7,-28.2,34.1,-3.1,-4.6,-29.6,-164.9,43.9
CC#CC(=O)N1CCC(CCC(=O)N(C)Cc2ccccc2)CC1,-2.0,-0.4,-9.7,12.9,4.5,12.2,-1.4,-4.1,-1.1,1.9,-2.9
O=C(Nc1nc(-c2cccs2)cs1)c1ccc(Cl)cc1,-135.5,-2.1,0.6,2.7,-178.8,-32.5,-0.1,-8.1,-1.2,-11.2,-4.9
Cc1ccc(S(=O)(=O)NCCCn2ccnc2)cc1,13.0,1.2,-16.2,0.6,6.2,10.6,-3.0,-3.2,9.1,-19.7,-5.3
O=C(NNC(=O)c1ccc(Br)s1)c1ccc(F)c(S(=O)(=O)N2CCOCC2)c1,7.7,-0.1,-13.7,4.7,16.3,14.3,2.9,-1.8,-10.7,-1.3,-21.2
CC1(C(=O)NCc2cccs2)Cc2c(-c3ccc(C(N)=O)cc3)ccnc2O1 (stereo not given),29.9,-1.2,-0.3,2.9,22.9,-6.5,.,-9.1,12.3,6.9,.
COc1ccc(OCc2cnc(Cl)s2)cc1,-136.6,-1.8,7.5,4.6,-159.7,-41.0,-1.2,.,-1.5,-27.3,-40.6
CC(C)(C)OC(=O)N1CC(O)CC1C(=O)OCC(=O)c1ccc(Cl)cc1 (stereo not given),13.7,-2.1,2.8,-3.1,23.0,-38.3,3.2,-6.5,-3.6,-8.8,0.4
CCC(C)[C@H](NC(=O)c1cc2cc(Cl)ccc2n1C)C(=O)N1CCC[C@H]1C(=O)O (stereo not given in full),-0.1,-0.1,.,2.0,5.8,-13.8,-2.6,.,3.4,-3.8,-2.1
COc1ccc(N(CC(=O)N2CCN(c3ccccc3F)CC2)S(=O)(=O)c2c(C)n[nH]c2C)cc1,10.6,-0.8,2.7,-0.6,21.4,-14.4,-0.1,-5.3,6.7,-18.1,7.5
CCn1c(COc2ccccc2)nnc1SCc1ccc(C#N)cc1,17.9,-1.0,7.0,6.3,9.4,-8.9,-2.4,-1.1,-7.9,27.9,8.2
CCn1c2ccccc2n2c(=O)c(=O)n(CC(=O)Nc3ccc(C(C)C)cc3)nc12,7.9,-0.5,0.6,2.7,6.0,-0.6,-2.9,-2.8,-5.0,7.8,4.7
Cc1nc2c(c(C)nn2-c2ccccc2)c(C)c1CCC(=O)Nc1ccc(CN2CCCC2)cc1,55.3*,-0.8,-0.6,-9.5,23.4,12.5,-1.6,-6.3,-5.0,5.8,-5.9
Cc1ccc(C)c(N2N=C(C(=O)OCC(=O)N(C)c3ccccc3)CCC2=O)c1,4.2,0.0,-4.5,5.5,9.1,-9.0,.,-5.9,4.3,-2.5,-0.9
CC(C)c1cc(Cn2c3ccccc3c(=O)n2C(C)C)on1,6.2,0.7,.,-0.9,13.1,-11.2,.,-6.0,4.0,-7.5,.
CC(C)Nc1nc(SCC(=O)Nc2ccccc2)nc(N2CCOCC2)n1,17.1,0.7,3.3,0.9,22.6,11.9,0.2,-7.1,1.5,-12.5,0.6
CC(=O)Nc1cc2c(cc1C(=O)C(C)C)OCCO2,4.1,5.1,-7.4,-1.4,-8.8,-3.6,0.7,-5.4,8.2,-7.8,11.2
COc1ccc(NC(=O)c2cc(-c3cc(Cl)ccc3C)n[nH]2)c(OC)c1,1.2,3.4,-0.8,4.1,-5.3,-6.4,.,-15.6,-3.6,-18.2,.
COC(=O)N/N=C\c1c(C)nn(-c2ccccc2)c1Cl,-160.4,-0.6,-3.4,-4.8,-196.0,-53.6,-2.9,-2.9,0.3,-44.2,-54.5
O=C(CSc1ncccn1)NCc1ccc(Cl)cc1,-51.6,3.7,-0.4,3.0,-66.1,-25.4,4.7,3.9,-0.9,-64.5,-31.0
CC(C(=O)N1CCN(Cc2ccccc2)CC1)c1ccc([N+](=O)[O-])cc1 (stereo not given),1.7,-0.7,-1.3,-2.1,8.1,-8.7,-0.6,-4.6,-6.5,-19.7,-3.2
Cc1ccsc1/C=N/n1c(=S)[nH]nc(C)c1=O,8.2,0.7,-2.9,11.9,11.4,-3.7,-4.9,-5.5,-4.9,-9.5,-2.6
COC(=O)c1cc2occc2n1Cc1ccc(Cl)cc1,14.2,1.0,-2.9,0.5,-19.4,-23.7,1.0,-4.3,-12.7,-15.3,-3.0
CCOC(=O)c1ccc(NS(=O)(=O)c2c(N)n(C)c(=O)n(C)c2=O)cc1,13.1,0.4,-1.2,-6.4,5.0,7.6,5.8,-7.2,-1.6,-13.8,4.1
O=C(C1CCN(S(=O)(=O)c2cccc([N+](=O)[O-])c2)CC1)N1CCOCC1,-9.4,0.3,1.4,-1.3,-7.1,-12.0,-1.4,-9.8,0.0,-14.2,2.6
C1CCCCCC(=NNc2nn[nH]n2)CCCCC1,2.3,-0.5,9.4,-14.0,14.0,-11.0,-5.3,-2.9,3.4,1.2,-2.7
CCn1c(C)c(C)c2cc(C(=O)N3CCN(c4ccccc4)CC3)ccc21,-0.3,3.2,-2.3,-8.0,1.0,-1.6,-2.2,-2.3,-1.4,-16.9,9.0
O=C(NCC(c1cccs1)N1CCc2ccccc21)c1ccccc1 (stereo not given),14.3,-0.3,5.9,0.8,-0.7,16.2,-4.2,-2.3,-1.0,-33.6,7.0
CCOc1ccc(NC(=O)c2ccc(NC(=O)COC(=O)Cc3ccc(OC)cc3)cc2)cc1,-202.6,-1.3,-4.4,0.2,-79.2,-101.6,0.5,-5.0,-0.6,-23.2,-76.8
COCC(C)NC(=O)c1cc(-c2ccc(O)cc2)on1 (stereo not given),-94.3,-0.3,.,3.8,-127.8,-14.0,1.5,-6.4,-7.5,-34.0,.
O=C1CC(c2ccc(F)cc2)Cc2nc(N3CCN(c4ccccc4)CC3)ncc21 (stereo not given),10.7,0.2,13.8,0.9,4.8,-4.0,-1.2,-5.2,-19.1,-6.8,-2.6
Cc1nc(C)n(C)c(=O)c1-c1ccccc1,-11.7,0.7,-0.7,-7.4,0.6,6.3,1.4,-19.7,-3.4,-33.9,-1.6
O=C(CCCCn1c(=O)c2ccccc2n(Cc2ccc(F)cc2Cl)c1=O)NCc1ccco1,14.3,-0.6,-2.2,-3.7,-12.2,-44.7,-1.0,-3.1,15.5,-8.2,8.3
O=C(N/N=C/c1ccncc1)c1cccc(S(=O)(=O)Nc2ccc(Cl)cc2)c1,14.2,-0.7,8.6,0.7,26.3,4.0,1.1,-16.9,-5.7,11.4,14.8
O=C(NNC(=O)C1COc2ccccc2O1)c1cccc([N+](=O)[O-])c1 (stereo not given),-10.0,1.1,1.0,2.7,13.2,-0.8,2.7,-4.5,7.8,-8.0,0.7
CCCN1C(=O)/C(=C/c2ccco2)SC1=Nc1ccc(OC)cc1,5.1,-1.0,-3.4,-0.2,1.2,4.8,-1.5,.,4.0,-24.2,-7.5
O=C(NCc1cccnc1)/C(=C/c1ccc(Cl)cc1)NC(=O)c1ccccc1,3.2,-0.4,-37.9,-1.3,4.9,3.3,6.2,-9.2,-0.5,-8.1,2.9
COc1ccc(C2Nc3ccccc3C(=O)N2c2ccc(Cl)cc2)cc1Cn1cc([N+](=O)[O-])cn1 (stereo not given),-259.1,-2.4,2.7,-0.9,-237.6,-50.0,0.4,8.2,-8.6,-198.3,-32.3
COc1ccc(/C=C\C(=O)NCC(=O)N/N=C/c2ccc(O)cc2O)cc1,-0.7,1.4,2.4,0.2,18.5,.,4.3,-2.2,46.7,6.5,0.5
CCC(C(=O)Nc1cnccn1)c1ccccc1 (stereo not given),20.3,0.9,6.5,-3.2,16.4,14.6,-0.8,-8.3,4.0,-11.4,0.9
COc1cc(NC(=O)c2cccnc2)c(Cl)cc1NC(=O)c1ccccc1,16.2,0.1,-0.3,1.0,11.3,7.0,1.4,.,10.6,3.1,0.6
CCCCCn1c(N)c(-c2nc3ccccc3o2)c2c([N+](=O)[O-])nn(C)c(=O)c21,6.3,-0.9,-4.5,4.4,-4.5,-10.9,0.2,-5.1,-3.1,-21.6,-1.8
COc1ccc(-c2nc3c(c(=O)[nH]c(=O)n3Cc3ccccc3)n2C)cc1,19.3,-1.8,1.1,-5.7,11.7,-5.8,5.2,.,-4.5,-0.1,6.3
COc1ccc(S(=O)(=O)N(C)CC(=O)NC2CC2)cc1,7.1,1.0,-6.8,-3.4,16.5,-0.1,5.5,-5.1,-8.0,1.1,7.2

# Sorted by value in m5-HT2A agonist (falling): 3 of the compounds above.
canonical_smiles | Peg3 promoter | PDI turbidity | m5-HT2A agonist | HIF-2a inh | Shn3 3UTR inh | NR2E3 ag-1 | CaV13 FRET inh | NR2E3 ag-2 | MITF TRPM1 inh
CCCCCn1c(N)c(-c2nc3ccccc3o2)c2c([N+](=O)[O-])nn(C)c(=O)c21 | 6.3 | -4.5 | 4.4 | -4.5 | -10.9 | 0.2 | -5.1 | -21.6 | -1.8
COc1cc(NC(=O)c2cccnc2)c(Cl)cc1NC(=O)c1ccccc1 | 16.2 | -0.3 | 1.0 | 11.3 | 7.0 | 1.4 | . | 3.1 | 0.6
COc1ccc(S(=O)(=O)N(C)CC(=O)NC2CC2)cc1 | 7.1 | -6.8 | -3.4 | 16.5 | -0.1 | 5.5 | -5.1 | 1.1 | 7.2
